# High-throughput results (PubChem BioAssay)
# CHRM1 agonist = agonists of human M1 muscarinic receptor. P11229. CHO-K1 hM1, Fluo-8 calcium fluorescence, agonist mode; 0% DMSO, 100% acetylcholine EC100. activation, % at 3 µM. 360,000 tested, 0.33% active;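 active means activation above the run's mean compound activation plus 3 SD, cut at about 16% in these data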;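 further: peak over basal fluorescence ratio within a 140 s kinetic read after compound addition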
# Target sequence (P11229 whole entry, looked up): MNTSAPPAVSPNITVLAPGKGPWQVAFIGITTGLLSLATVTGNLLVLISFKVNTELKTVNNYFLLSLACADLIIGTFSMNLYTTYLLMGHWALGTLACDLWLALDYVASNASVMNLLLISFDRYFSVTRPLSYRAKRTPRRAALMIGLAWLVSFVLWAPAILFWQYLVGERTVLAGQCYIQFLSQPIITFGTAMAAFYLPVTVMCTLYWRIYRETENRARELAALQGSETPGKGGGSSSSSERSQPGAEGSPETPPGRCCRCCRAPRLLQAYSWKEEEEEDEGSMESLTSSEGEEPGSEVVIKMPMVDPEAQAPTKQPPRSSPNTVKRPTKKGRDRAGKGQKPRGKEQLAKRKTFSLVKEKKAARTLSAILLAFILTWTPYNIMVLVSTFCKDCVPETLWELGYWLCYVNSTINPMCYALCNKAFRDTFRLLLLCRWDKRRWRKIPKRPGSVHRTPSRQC
# OXTR potentiator = human OXTR potentiation; 320,000 tested, 0.061% active; activation, % at 3 µM; CHO-OTR cells, Fluo-8 calcium fluorescence, potentiator mode; 0% = oxytocin EC15, 100% = EC100; P30559;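 active means activation above that plate's cutoff, the mean activation of tested compounds plus 3 SD, cut at about 6.6% in these data, passing the limit was not always enough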;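 further: 100% uses oxytocin at 75 nM as the full agonist control; some results filed as inactive read as strong as hits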
#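 System: human OTR in CHO cells / Also added: sub-maximal oxytocin, roughly EC15 / Control set: EC15 oxytocin low, 75 nM oxytocin high / Schedule: 6 min compound pre-incubation at room temperature, 100 s kinetic read / Compound: single-point 3.0 µM / Replication: singlicate / Technique: Fluo-8 calcium dye fluorescence / Read-out basis: % activation of max/min ratio relative to oxytocin controls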
# CHO-K1 Ca antag = M1 antagonist counterscreen hit in parental CHO-K1 cells | ATP-induced calcium, Fluo-8 fluorescence | inhibition, % at 3 µM | 360,000 tested, 0.6% active;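 active means inhibition above a per-plate cutoff, the plate's mean sample inhibition plus 3 SD, cut at about 24% in these data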;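 further: 0% = DMSO plus EC80 ATP and 100% = DMSO alone without ATP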
# M1 ag parental = counter-screen for M1 agonists: effect in parental CHO-K1 cells | Fluo-8 calcium fluorescence; scaled to maximal ATP response, vehicle zero | activation, % at 3 µM | 360,000 tested, 0.48% active; in the data active means activation above about 15%;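 further: untransfected CHO-K1 host cells lacking M1 receptor as counterscreen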
# CHRM1 antagonist = blocks human M1 muscarinic receptor. inhibition, % at 3 µM. CHO-K1 hM1, Fluo-8 calcium fluorescence, ACh EC80 antagonist. 360,000 tested, 1.3% active. AID 588852. P11229;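 active means percent inhibition above its own plate's cutoff, namely the mean of that plate's compound wells plus 3 SD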;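 further: peak over basal fluorescence ratio during 140 s after agonist addition; 0% = ACh EC80 plus DMSO and 100% = DMSO alone without agonist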
# TAAR1 agonist = human TAAR1 agonism. 360,000 tested, 0.99% active. AID 624467. activation, % at 3 µM. CHO RD-HGA16 TAAR1, Fluo-8 calcium fluorescence; vehicle wells 0%, saturating PEA agonist 100%;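 active means activation above the mean activation of all test compounds in the run plus 3 SD, cut at about 38% in these data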
# Target sequence (Q96RJ0 whole entry, looked up): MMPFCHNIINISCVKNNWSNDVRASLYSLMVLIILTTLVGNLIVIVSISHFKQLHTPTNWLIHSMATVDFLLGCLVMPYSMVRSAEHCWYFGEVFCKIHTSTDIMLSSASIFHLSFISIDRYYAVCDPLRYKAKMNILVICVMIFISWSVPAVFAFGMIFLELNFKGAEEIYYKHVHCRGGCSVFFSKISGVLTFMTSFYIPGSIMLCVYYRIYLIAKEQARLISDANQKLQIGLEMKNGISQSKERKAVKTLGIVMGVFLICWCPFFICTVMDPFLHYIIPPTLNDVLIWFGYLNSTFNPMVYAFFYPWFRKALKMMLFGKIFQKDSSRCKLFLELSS
#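 Test system: RD-HGA16 (CHO) cells co-expressing Gα16 and hTAAR1 | Doses: Single dose, 3 µM | Schedule: 17-24 h seeding, 75 min 37 °C dye, 30 min RT | Evaluation: % activation from peak over basal fluorescence ratio, DMSO-to-PEA scaled | Technique: Kinetic Fluo-8 calcium fluorescence | Benchmarks: Low control DMSO, high control PEA (EC100)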
# TAAR1 antagonist = human TAAR1 antagonism | Q96RJ0 | CHO RD-HGA16 TAAR1, Fluo-8 calcium fluorescence, antagonist | inhibition, % at 3 µM | 360,000 tested, 1.5% active | AID 624466;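 active means inhibition above a per-plate cutoff, the mean inhibition of test compounds on that plate plus 3 SD, cut at about 49% in these data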;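 further: 0% = DMSO plus EC80 beta-PEA response and 100% = DMSO alone without agonist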
#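 Test system – hTAAR1-expressing CHO RD-HGA16 cells, Gα16-coupled · Reagent – β-PEA at EC80 concentration, post-compound challenge · Compound dosing – 3 µM, single point · Timing – 140 s kinetic read after compound, 140 s after agonist · Detection – Fluo-8 intracellular calcium dye fluorescence, real-time kinetic reads · Control set – DMSO and EC80 PEA controls · Repeats – n of 1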
# CHO parental Ca = counter-screen: ATP calcium response change in parental CHO cells; parental CHO-K1, ATP-induced calcium, Fluo-8 fluorescence; inhibition, % at 5.6 µM; 330,000 tested, 0.63% active; AID 463079;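 active means inhibition above that plate's mean sample inhibition plus 3 SD, cut at about 26% in these data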;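 further: 0% = ATP-challenged DMSO wells and 100% = DMSO wells without ATP; some compounds past the cut are filed as inactive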
#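 material = parental CHO cells | also added = ATP as calcium-mobilizing challenge | dosing = single point at 5.6 µM | detection = intracellular calcium via Fluo-8 no-wash fluorescent dye | read-out = % inhibition | benchmarks = low control ATP plus DMSO, high control DMSO only | repeats = one well per compound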
# CHO-K1 Ca PAM = nonselective activator or artifact in parental CHO-K1 calcium assay; ATP EC20, Fluo-8 calcium fluorescence; 0% at ATP EC20, 100% at ATP max; activation, % at 3 µM; 360,000 tested, 0.02% active;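 active means activation above the run cutoff, the mean activation of all test compounds plus 3 SD, cut at about 40% in these data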;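 further: peak over basal fluorescence ratio in a 140 s read after ATP addition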
# An asterisk follows results filed as active; / = no result given.
SMILES,CHRM1 agonist,OXTR potentiator,CHO-K1 Ca antag,M1 ag parental,CHRM1 antagonist,TAAR1 agonist,TAAR1 antagonist,CHO parental Ca,CHO-K1 Ca PAM
Cc1c(NC(=O)C(C)OC(=O)c2cccc(S(=O)(=O)N(C)C)c2)c(=O)n(-c2ccccc2)n1C (stereo not drawn),-5,-2,-6,0.4,1,3,-12,-6,-4
Cc1ccc(NS(=O)(=O)c2ccc(C(C)(C)C)cc2)cn1,-8,-6,-16,1.0,-16,6,-7,-3,18
CC1CN(C(=O)c2cccs2)CC(C)O1 (stereo not drawn),-5,-3,-14,1.0,-5,-1,-2,-7,7
CCOC(=O)NC(=O)C(=CNc1ccccc1OC)C(=O)NC(=O)OCC,-5,-5,0,0.7,-8,4,2,-8,21
Cc1c(/C=C/C(=O)c2cccs2)cnn1C,0,-10,-11,0.5,-15,3,-11,-15,19
O=C(NN=Cc1ccc(F)cc1)c1cccc(S(=O)(=O)N2CCCC2)c1,-5,-11,-1,1.1,36*,4,9,-20,-5
COc1cc2c(cc1OC)CN(C(=O)c1ccc(Cl)c(S(=O)(=O)N3CCCC3)c1)CC2,-4,-1,-13,1.8,-2,1,-11,-15,-16
Cc1ccc(C)c(OCc2ccc(C(=O)Nc3ccc([N+](=O)[O-])cn3)o2)c1,-4,-4,-20,2.3,13,-1,32,0,9
Cc1c(=O)n(OCc2ccc(Cl)cc2)c2ccccc2[n+]1[O-],-10,1,18,-0.1,11,1,-10,-5,-13
CC(=O)Nc1ccc(S(=O)(=O)NCCC(=O)OCC(=O)NCc2ccccc2)cc1,-1,-1,-5,0.1,-6,16,-15,-5,15
O=c1cc(N2CCc3ccccc3C2)[nH]c(=O)n1C1CCCCC1,0,-3,1,0.1,0,3,-6,-9,3
Cc1cc(Cl)ccc1NC(=S)N1CCN(C(=O)c2ccco2)CC1,-1,1,-8,0.9,-15,3,-13,-15,10
O=C1c2ccsc2SCCN1Cc1ccccc1Cl,4,-8,-16,0.4,-7,0,-13,-17,15
Cc1nc(C(F)(F)F)ccc1C(=O)NN1CCOCC1,-1,-4,-2,-0.6,-3,/,/,-12,11
CCOc1ccccc1C(=O)NC1CC2CCCC(C1)N2Cc1ccccc1 (stereo not drawn),-4,0,-8,0.3,10,0,-1,-18,13
CC(C)CN(C(=O)COC(=O)c1ccc2ccccc2n1)C1CCS(=O)(=O)C1 (stereo not drawn),-3,-2,-4,4.1,9,0,12,-15,-2
C/C(=N\NC(=O)c1ccccc1)c1ccc(NC(=O)c2cccs2)cc1,-6,-2,8,0.3,2,4,10,-4,-3
c1cnc2ccc(C(c3nnnn3C3CCCC3)N3CCN(c4nc5ccccc5s4)CC3)cc2c1 (stereo not drawn),-5,-8,7,0.2,-9,0,8,-22,10
COc1ccc(N(C)S(=O)(=O)c2cccc(C(=O)Nc3ccc(N4CCOCC4)cc3)c2)cc1,1,-10,-12,11,3,17,33,-7,-7
O=C(NCc1ccc(F)cc1)c1cc(-c2ccccn2)nc2ccc(S(=O)(=O)N3CCOCC3)cc12,-2,/,2,0.8,10,2,3,/,-10
O=C(CSc1nnc(Cc2ccc(Cl)cc2)o1)Nc1ccccc1,-5,-18,-16,2.0,-13,2,-9,-3,15
O=c1[nH]c(CN2CCN(c3ccc(F)cc3)CC2)nc2ccccc12,-2,1,14,0.2,0,5,0,-16,-6
CCS(=O)(=O)N1Cc2ccccc2CC1C(=O)N(C)Cc1ccc(OC)cc1OC (stereo not drawn),-1,-9,-1,0.7,-1,-4,-10,-21,-12
C=COC(=O)c1sc2nc(C)cc(C)c2c1N,-6,4,3,-0.4,-15,-2,-6,-5,-21
O=C1c2cccc3c(N4CCOCC4)c([N+](=O)[O-])cc(c23)C(=O)N1c1cccc2ccccc12,-4,-4,-6,0.5,-9,-1,10,-5,11
COc1ccc(OC)c(C2C3=C(CCCC3=O)Nc3c2c(=O)n(C)c(=O)n3C)c1 (stereo not drawn),-2,-2,-14,0.1,-6,4,-8,-12,17
Cc1cc(=O)oc2c(C(=O)c3ccccc3)c(OCC(N)=O)ccc12,-2,-4,-2,0.7,-9,5,-28,-3,7
CC(C)CCn1nnnc1CN1CCN(C(=O)c2ccco2)CC1,-4,7,-3,-0.1,-9,9,-15,0,5
O=C(NC1CCOc2ccccc21)c1ccc(Cl)nc1 (stereo not drawn),-4,-7,-15,1.7,4,3,-8,-5,3
Cc1nc(CCN2C(=O)c3ccccc3C2=O)n[nH]1,-2,-5,-4,-0.3,-8,8,-5,-12,-1
O=C(CNC(=O)c1ccccc1)OCC(=O)c1c[nH]c2ccccc12,1,2,-8,0.7,-1,40*,22,-6,9
COc1ccc(-c2cnc[nH]2)cc1,-7,-1,-11,0.5,-1,6,-3,3,7
Cc1cc(NC(=O)c2ccccc2Cl)no1,-2,-2,11,-0.2,-4,2,-12,-1,-5
O=C(Cn1c(=O)oc2ccccc21)Nc1nc(-c2ccccc2)cs1,-7,-13,2,1.9,19,17,1,13,-6
N#CCC(=O)Nc1ccc(C(=O)NNC(=O)CCN2CCN(c3ccccc3)CC2)cc1,-4,-3,-21,0.7,-10,1,14,-7,16
COc1cccc(NC(=O)C(=O)NCCCN2CCCC2=O)c1,-4,2,-1,0.5,-1,1,-16,-3,13
COc1cc2c(cc1OC)CN(Cc1ccc(OC)c(C)c1OC)CC2,-6,1,-1,0.2,8,4,-13,-13,5
ClCC1NCC(c2ccccc2Cl)c2c1[nH]c1ccccc21 (stereo not drawn),-3,-8,-17,0.4,0,7,-6,-9,10
Cc1nn(C)cc1C(C(=O)NC1CCCCC1)N(C(=O)Cn1nnc2ccccc21)c1ccc(F)cc1 (stereo not drawn),-5,-1,1,-0.2,15,1,-2,-5,-6
COc1cc(NC(=O)c2c(F)cccc2F)nc(OC)n1,-5,-3,-6,0.5,-1,/,/,-13,6
CC1(CCC#N)N=C(SCCC#N)N(c2ccccc2)C1=O (stereo not drawn),-3,7,2,0.0,-12,3,20,-1,18
c1cncc(-c2nc(-c3ccco3)cs2)c1,0,-5,-2,-0.1,-6,-2,1,-17,15
COc1ccccc1OCC(=O)Nc1ccc(S(=O)(=O)Nc2onc(C)c2C)cc1,-1,-6,-9,0.3,6,1,3,-6,-22
O=C(NCCc1ccccc1)C(=O)NCC1OCCCN1S(=O)(=O)c1ccc(F)cc1 (stereo not drawn),-2,-1,1,0.2,-1,7,-15,-10,-13
CC1CCC2C(=O)N(c3ccc(C(=O)NCc4ccccc4)cc3)C(=O)C2C1 (stereo not drawn),2,-14,22,0.6,4,7,-19,-5,-14
N=c1oc2ccccc2cc1C(=O)N/N=C/c1ccccc1,-1,-3,-20,1.9,-10,7,-2,-20,14
CCOC(=O)c1cc2sccc2n1Cc1ccccc1,-4,-3,-5,-0.8,-3,15,17,-34,-4
CC(C)(O)C(=O)NN(Cc1ccccc1)c1ccccc1,-7,-7,-19,0.0,-2,3,5,-8,8
Cc1[nH]nc2c1C(c1cccs1)C1=C(CC(C)(C)CC1=O)N2 (stereo not drawn),-4,1,-14,0.1,-8,0,7,-14,9
CCOC(=O)C1=CCN(S(=O)(=O)c2ccccc2Cl)C1c1cccc(F)c1 (stereo not drawn),-10,/,7,2.1,5,-1,32,/,6
O=C(Nc1nccs1)c1ccc(CSc2ccccc2)o1,4,-8,11,1.3,-7,-1,10,-13,-24
COc1ccc(Nc2nc(-c3sc(C)nc3C)cs2)c(OC)c1,-2,-18,6,0.1,-5,1,-9,-26,2
CCN(CC)CCCNC(=S)N(Cc1cccnc1)Cc1cc2cc(C)cc(C)c2[nH]c1=O,-13,-12,3,0.6,20,0,-16,-17,1
CCOC(=O)C1=C2N(C)c3ccccc3N2CCC1=O,-4,-6,-14,0.4,-13,9,8,6,18
O=C(Cn1cc2c(n1)CCCC2)Nc1cc(-c2cccc(Cl)c2)no1,-2,-1,0,0.2,-5,1,-14,-15,12
COc1ccc(Cl)cc1C(=O)NCCCN1CCOCC1,1,4,7,8.0,-7,0,12,-2,9
CCCn1c2c(c(O)c(C(=O)Nc3ccccc3)c1=O)CCCC2,-1,-11,9,-0.3,-4,-1,-28,-32,6
CCOc1ccc(C(=O)Nc2ccc(C(=O)N3CCOCC3)cc2)c(OCC)c1,-3,-5,-7,1.9,21,0,-3,-25,2
CCn1c(=O)c2cc(C(=O)N(C)c3ccc(OC)cc3OC)sc2c2ccccc21,-6,-6,-4,0.2,-8,8,0,-16,1
COc1ccc(C=C(C(C)=O)C(=O)c2ccccc2)cc1,-13,/,5,0.4,13,-2,-16,/,-5

# Structures above marked active in CHRM1 antagonist:
mol	CHRM1 agonist	OXTR potentiator	CHRM1 antagonist	TAAR1 antagonist
O=C(NN=Cc1ccc(F)cc1)c1cccc(S(=O)(=O)N2CCCC2)c1	-5	-11	36*	9

# (cont.)
SMILES,CHRM1 agonist,OXTR potentiator,CHO-K1 Ca antag,M1 ag parental,CHRM1 antagonist,TAAR1 agonist,TAAR1 antagonist,CHO parental Ca,CHO-K1 Ca PAM
Cc1ccc(NC(=O)c2ccc(CSc3nnc(C)s3)cc2)cc1,-2,-6,-2,3.1,-5,18,24,40*,18
CC(C)(C)c1ccccc1OCCN1CCCC1,-9,2,-2,2.3,43*,2,-12,-11,24
CCC(C)(C)n1nnnc1C(c1cccnc1)N1CCCC(C)C1 (stereo not drawn),-8,2,4,-0.3,2,9,-2,13,2
O=S(=O)(c1cccs1)N1CCCc2ccccc21,-3,0,-16,0.8,-16,9,-3,56*,0
CC1(C(=O)NS(=O)(=O)c2cccc(Cl)c2)CCN1C(=O)C1(c2ccccc2)CC1 (stereo not drawn),-3,/,-2,0.6,-17,1,-10,/,5
CN(C)c1ccc(P(=O)(OC2CCCCC2)C(O)c2cccnc2)cc1 (stereo not drawn),-5,-4,1,0.5,-12,0,14,2,24

# Part of the list above in order of molar mass, lowest first.
SMILES,CHRM1 agonist,OXTR potentiator,CHO-K1 Ca antag,M1 ag parental,CHRM1 antagonist,TAAR1 agonist,TAAR1 antagonist,CHO parental Ca,CHO-K1 Ca PAM
O=S(=O)(c1cccs1)N1CCCc2ccccc21,-3,0,-16,0.8,-16,9,-3,56*,0
CCC(C)(C)n1nnnc1C(c1cccnc1)N1CCCC(C)C1 (stereo not drawn),-8,2,4,-0.3,2,9,-2,13,2
CC1(C(=O)NS(=O)(=O)c2cccc(Cl)c2)CCN1C(=O)C1(c2ccccc2)CC1 (stereo not drawn),-3,/,-2,0.6,-17,1,-10,/,5
